High-throughput results: PubChem, National Center for Advancing Translational Sciences (NCATS)
S-ASM inh: Inhibitors of Secretory Acid Sphingomyelinase (S-ASM): qHTS; Sphingomyelin phosphodiesterase (Homo sapiens), P17405; placental ASM, HMU-PC fluorogenic substrate, 60 min; Potency, µM (top dose mostly 57.5 µM), for the others: top-dose activity change, negative = inhibition, usual class: inhibitors; 340,000 tested, 0.006% active; AID 504937, 2011; note: potency is the fitted concentration of half-maximal effect
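qHTS format. ASM enzyme prepared from human placenta hydrolyses the fluorogenic substrate HMU-PC0 (9 uM final) over 60 min at 37 °C after a 10 min compound preincubation.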
PKM2 activator: qHTS Assay for Activators of Human Muscle isoform 2 Pyruvate Kinase. purified PKM2, Kinase-Glo ATP luminescence, activation; response scale: 0% is enzyme alone, no compound. Potency, µM (highest dose often 57.5 µM), for inactives: at the highest dose activation, usual class: activators. 260,000 tested, 0.34% active. AID 1631, 2009; note: potency is the fitted concentration of half-maximal effect; % is set by controls: 0 for no effect and ±100 for the full control effect; nearly all actives have a fitted effect of over 55% in size
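Kinase-Glo luminescence reports ATP generated from ADP (0.1 mM) and PEP (0.5 mM) by purified hPK-M2 after 1 h at room temperature, pH 7.2 imidazole buffer; intermediate enzyme activity allows detecting inhibitors and activators.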
Mito fusion act: qHTS Assay for Small Molecule Inhibitors of Mitochondrial Division or Activators of Mitochondrial Fusion. S. cerevisiae fusion-defective mutant growth rescue, CellTiterGlo 48 h. Potency, µM (doses to about 46.1 µM), without a hit: at the top dose growth rescue (activation), most hits filed as activators. 320,000 tested, 0.23% active;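 note: potency is the fitted concentration of half-maximal effect; % of control where 0% means no effect; nearly all actives have a fitted effect of over 45% in size; temperature-sensitive fusion mutants such as fzo1-1 at 37 °C on non-fermentable ethanol glycerol medium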
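Growth-rescue viability read-out: after 48 h at the non-permissive 37C in glycerol/ethanol YPEG, yeast mitochondrial fusion mutants are measured by CellTiterGlo luminescence; compounds (23 nl pinned per well) restoring growth score as division inhibitors or fusion activators.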
Menin MLL FP TR: qHTS Assay for Inhibitors Targeting the Menin-MLL Interaction in MLL Related Leukemias: Competition With Texas Red Labeled MLL-derived Mutant Peptide; Menin + Texas Red MLL mutant peptide, fluorescence polarization; Potency, µM (titrated, usually from 61.6 µM), for inactives: at the top dose FP activity change, negative = inhibition, usual class: inhibitors; 270,000 tested, 0.23% active; active = well fitted inhibition curve with a large enough effect in the polarisation, with a control signal flat, not every such curve was filed as active; inconclusive = small, poorly fitted or top-dose-only effect, or effect the other way, or a change in a side signal; inactive = no such curve, though single readings can be large or run the other way; the % refers to the polarisation; note: potency is the fitted concentration of half-maximal effect; % of control where 0% means no effect; many of its hits are not listed in these tables
TSHR antagonist: Antagonists of the Thyroid Stimulating Hormone Receptor: HTS campaign; 330,000 tested, 0.2% active; TSHR-expressing cells, TSH-stimulated cAMP HTRF, 2 h; stronger effect = lower value; Thyrotropin receptor (Homo sapiens), P16473; activity change, negative = inhibition, % at 11.5 µM;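 active = activity change below a set negative limit, meaning inhibition stronger than a set level, cut at about -70% in these data; inconclusive = activity change between two set negative limits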; note: % is set by controls: 0 for no effect and ±100 for the full control effect
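Competitive HTRF cAMP read-out (cryptate anti-cAMP antibody, cAMP-d2; 30 min, room temperature) in freshly harvested TSHR cells. Compounds added before TSH at EC80 (4nM final), followed by 2 hours' incubation at 37 deg C.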
MBNL1 CUG block: qHTS Assay for Inhibitors of MBNL1-poly(CUG) RNA binding; Muscleblind-like protein 1 (Homo sapiens), Q9NR56; TR-FRET MBNL1-His/biotin-(CUG)12 binding, 665/545 ratio; Potency, µM (series often up to 57.5 µM), inactives show at the highest dose activity change, negative = inhibition, usual class: inhibitors; 280,000 tested, 0.036% active; AID 2675, 2010; active = well fitted inhibition curve with a large enough effect in the signal ratio, with a control signal flat, not every such curve was filed as active; inconclusive = small, poorly fitted or top-dose-only effect, or effect the other way, or a change in a side signal; inactive = no such curve, though single readings can be large or run the other way; the % refers to the signal ratio; note: potency is the fitted concentration of half-maximal effect; % is set by controls: 0 for no effect and ±100 for the full control effect
Target sequence (Q9NR56 whole entry, looked up): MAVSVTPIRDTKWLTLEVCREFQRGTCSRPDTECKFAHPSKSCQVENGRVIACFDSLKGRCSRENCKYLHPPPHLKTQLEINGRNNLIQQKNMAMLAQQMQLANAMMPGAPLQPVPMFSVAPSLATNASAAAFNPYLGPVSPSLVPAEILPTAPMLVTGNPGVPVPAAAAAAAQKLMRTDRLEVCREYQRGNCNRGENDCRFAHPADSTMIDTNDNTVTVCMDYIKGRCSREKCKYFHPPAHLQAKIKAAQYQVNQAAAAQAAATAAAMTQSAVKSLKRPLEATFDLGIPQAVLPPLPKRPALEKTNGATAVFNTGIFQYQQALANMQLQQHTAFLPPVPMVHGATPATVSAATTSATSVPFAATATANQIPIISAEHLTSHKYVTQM
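MBNL1-His + Biotin-(CUG)12, cpd titration 92 nM–58 uM; Tb anti-His Ab 0.055 ng/ul, SA-XL665 5 nM (final); 60 min RT; ratiometric 665/545 nm, Ex 340 nm; normalized to buffer and full-complex controls.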
USP2a block: qHTS Assay for Inhibitors of Ubiquitin-specific Protease USP2a Using CHOP2 as the Reporter; Potency, µM (highest dose often 38.3 µM), for the others: top-dose activity change, negative = inhibition, hits mostly inhibitors; AID 463254, 2010; 330,000 tested, 0.01% active; USP2 core, Ub-CHOP2 coupled fluorogenic reporter, 485/531; Ubiquitin carboxyl-terminal hydrolase 2 (Homo sapiens), O75604;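 note: potency is the fitted concentration of half-maximal effect; plate controls were DMSO wells for no effect and full inhibition by NEM control for full effect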
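Cell-free coupled assay: 10nM USP2 core preincubated 30min RT with compound in Tris-HCl pH 8.0/CaCl2/CHAPS buffer, then 25nM Ub-CHOP2 and 25nM reporter substrate; fluorescence (Ex 485/Em 531) read after 60min RT, normalized to NEM inhibition, concentration-response curves fitted.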
KCNH2 WT inh: qHTS for Inhibitors of KCHN2 3.1: Wildtype qHTS; Voltage-gated inwardly rectifying potassium channel KCNH2 (Homo sapiens), Q12809; U2OS, BacMam KCNH2, thallium flux FluxOr; stronger effect = lower value; activity change, % at 1.84 µM; 340,000 tested, 0.37% active; AID 720551, 2013;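 active = maximum activity change below -70%; inconclusive = maximum activity change between -70% and -50%; inactive = maximum activity change above -50%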; note: % is set by controls: 0 for no effect and ±100 for the full control effect
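U2OS cells transduced with wild-type KCNH2 virus are loaded with FluxOr dye for 45 min, and thallium flux is measured in kinetic reads before and after stimulation buffer. Rate constants are normalized to DMSO controls.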
BCR signal inh: qHTS Assay to Find Inhibitors of Chronic Active B-Cell Receptor Signaling; ABC-DLBCL IkBa-CBG/CBR reporter, luminescence ratio, 4 h; Potency, µM (titrated, usually from 46.1 µM), for the others: at the highest dose ratio change, negative = lower green/red ratio, actives largely listed as inhibitors; 340,000 tested, 0.05% active; AID 493014, 2011; active = well fitted inhibition curve with a large enough effect in the signal ratio, with a control signal flat, not every such curve was filed as active; inconclusive = small, poorly fitted or top-dose-only effect, or effect the other way, or a change in a side signal; the % refers to the signal ratio;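 note: potency is the fitted concentration of half-maximal effect; plate controls were basal doxycycline-induced cells for no effect and cells given 10 µM MG132 for full effect; MG132 reads +100%, hits lower the ratio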
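Cell line TMD8 (human ABC DLBCL), stably expressing tet-inducible CBG68-IkBa fusion and CBR; IMDM/0.5% FBS; cpd up to 46 uM; dox induction, 4 h, 37C/5% CO2; dual luminescence; green/red ratio; MG132 control.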
Eya2 phos inh: qHTS Assay for Inhibitors of the Phosphatase Activity of Eya2; recombinant Eya2, OMFP fluorescence dephosphorylation (OMFP is methylfluorescein phosphate); Potency, µM (top dose mostly 76.9 µM), for inactives: at the highest dose activity, negative = inhibition, hits mostly inhibitors; 330,000 tested, 0.006% active; note: potency is the fitted concentration of half-maximal effect; % is set by controls: 0 for no effect and ±100 for the full control effect
Target sequence (O00167 whole entry, looked up): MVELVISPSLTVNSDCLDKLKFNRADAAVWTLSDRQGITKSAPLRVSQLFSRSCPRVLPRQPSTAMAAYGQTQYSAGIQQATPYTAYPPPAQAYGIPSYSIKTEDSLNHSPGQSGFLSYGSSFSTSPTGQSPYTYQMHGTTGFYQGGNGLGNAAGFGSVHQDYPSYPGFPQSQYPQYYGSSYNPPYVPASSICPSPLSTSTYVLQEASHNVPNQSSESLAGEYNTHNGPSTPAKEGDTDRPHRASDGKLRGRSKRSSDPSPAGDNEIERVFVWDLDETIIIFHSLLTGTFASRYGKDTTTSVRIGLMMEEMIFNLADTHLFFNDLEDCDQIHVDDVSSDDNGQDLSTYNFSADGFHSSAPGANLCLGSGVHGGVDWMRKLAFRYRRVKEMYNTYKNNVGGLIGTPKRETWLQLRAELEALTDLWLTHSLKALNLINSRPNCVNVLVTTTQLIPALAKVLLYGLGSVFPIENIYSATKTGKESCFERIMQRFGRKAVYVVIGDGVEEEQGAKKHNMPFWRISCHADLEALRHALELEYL
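Eya2 protein (added as 0.2 uM solution) was preincubated with compound for 10 min at ambient temperature in 50 mM HEPES pH 7.5, 50 mM NaCl, 5 uM MgCl2, 0.05% BSA, 1 mM DTT. OMFP (added at 50 uM) then reacted 10 min; fluorescence read at 485/525 nm.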
GALK inh: qHTS Assay for Inhibitors of Human Galactokinase (GALK); Potency, µM (series often up to 57.5 µM), inactives show at the highest dose activity change, negative = inhibition, usual class: inhibitors; 270,000 tested, 0.007% active; Purified GALK, Kinase-Glo residual ATP luminescence; note: potency is the fitted concentration of half-maximal effect; % is set by controls: 0 for no effect and ±100 for the full control effect
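5 nM enzyme, 35 uM ATP, 100 uM galactose, 20 mM HEPES pH8.0, 5 mM MgCl2; 1 h RT; residual ATP by Kinase-Glo Plus luminescence, qHTS format.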
Starred values were filed as active, the others as inactive; ? = inconclusive; nt = no result given; [ ] = another dose, or the depositor's remark. Unless noted, calls come from the whole dose curve; as a rule, active = well fitted curve in the direction sought with a large enough effect; inconclusive = small, poorly fitted or top-dose-only effect, or another doubt; inactive = no such curve, though single readings can be large; an effect the other way counts as inactive or inconclusive. These rows are one share of the data (hit frequency here may not be typical).

Fields – S-ASM inh	PKM2 activator	MBNL1 CUG block	USP2a block	KCNH2 WT inh	Eya2 phos inh	Menin MLL FP TR	TSHR antagonist	Mito fusion act	BCR signal inh	GALK inh
COc1cc(C2=NOC(C(=O)NCc3ccc(F)cc3)C2)cc(OC)c1OC (configuration not stated)
 : 2%	5%	-4%	4%	-5	-3%	-16%	12	5%	?	0%
CN1CCC(N(C)C(=O)c2ccc(Cl)c(S(=O)(=O)N3CCOCC3)c2)CC1
 : -1%	nt	nt	1%	-194*	29%	nt	27	3%	11%	nt
O=C(Cc1cccs1)N=Nc1c(O)[nH]c2ccc(Br)cc12
 : ?	-1%	nt	-4%	12	-28%	nt	-7	4%	6%	-1%
COc1ccc(NC(=O)C(=O)c2cn(CC(=O)N3CCCC3)c3ccccc23)cc1
 : -10%	nt	17%	-1%	-3	-3%	nt	3	3%	?	-1%
Cc1nc(N2CCC3(CC2)OCCO3)c2nnn(Cc3ccccc3F)c2n1
 : -2%	-15%	-2%	-7%	-8	-10%	4%	0	-2%	-16%	2%
Cc1ccc2oc(=O)c3cc(C(=O)NCCCN4CC(C)CC(C)C4)sc3c2c1 (configuration not stated)
 : -3%	1%[0.46 µM]	11%	1%	-5	-1%	-19%	-8	4%	0%	5%
COCCn1cnnc1SCC(=O)Nc1cc(OC)c([N+](=O)[O-])cc1C
 : -1%	-3%	?	-2%	-6	-10%	16%	-1	-4%	-1%	-1%
CC(C)CCC(C)N=Cc1c(O)n(Cc2ccccc2)c(=O)c2ccccc12 (configuration not stated)
 : 8%	-3%	4%	2%	3	-33%	8%	-2	6%	?	-4%
CCOC(=O)CSc1n[nH]c(NC(=O)c2ccccc2)n1
 : 5%	-10%	-1%	-1%	14	18%	-4%	5	1%	-2%	3%
O=[N+]([O-])c1ccc(N=Cc2ccc(Br)c([N+](=O)[O-])c2)cc1
 : -1%	-1%	nt	2%	-14	-2%	21%	7	3%	?	2%
Cc1c(NC(=O)C(C)OC(=O)c2cccnc2Cl)c(=O)n(-c2ccccc2)n1C (configuration not stated)
 : 1%	nt	nt	0%	6	1%	nt	2	1%	?	nt
CCc1ccc(C(=O)COC(=O)C2CCN(c3ccc(C(F)(F)F)cn3)CC2)cc1
 : -5%	nt	nt	-1%	10	-21%	nt	nt	0%	1%	nt
Cc1sc2nc(C3CC3)nc(N3CCN(C(=O)c4ccc(Cl)cc4)CC3)c2c1C
 : ?	3%	9%	-4%	nt	-10%	-17%	-10	-12%	?	15%
Cc1ccccc1C(=O)Nc1ccc(S(=O)(=O)N2CCCC2)cc1
 : 3%	nt	-2%	1%	-12	-6%	14%	-13	-11%	4%	0%
O=C(NCc1ccc(F)cc1)NC(=O)c1ccc(Cl)cc1
 : 2%	7%	5%	2%	-1	-2%	nt	1	-9%	11%	-1%
CNS(=O)(=O)/C=C/c1ccccc1
 : 3%	-3%	-3%	-1%	4	8%	0%	5	-5%	0%	14%
CCc1ccc(NC(=S)N(Cc2cccnc2)Cc2ccco2)cc1
 : -1%	1%	0%	-1%	0	7%	4%	-3	-4%	3%	7%
COc1ccc([N+](=O)[O-])cc1C(=O)Nc1ccc(OCC(=O)N2CCOCC2)cc1
 : -3%	2%	?	2%	-3	5%	5%	4	-8%	1%	1%
O=C1CSC(c2ccc([N+](=O)[O-])cc2)N1c1ccccc1F (configuration not stated)
 : -2%	nt	?	4%	-10	-3%	-11%	-9	-11%	1%	1%
CCCCCCCC(=O)Oc1ccc(C(=O)Nc2cc(C)on2)cc1
 : -1%	nt	-4%	-3%	-4	16%	15%	-5	0%	-4%	1%
CCC(C)[C@@H](C(=O)NCC1CCC(C(=O)O)CC1)n1nnc2ccccc2c1=O (some centres not stated)
 : 2%	3%	0%	0%	40	1%	3%	3	-4%	?	2%
O=C(CSc1ccccn1)Nc1ccc2c(c1)OCO2
 : 1%	0%	-4%	2%	9	-4%	nt	-1	-3%	-9%	nt
O=S(=O)(c1ccc2c(c1)OCCO2)N1CCNCC1
 : 0%	0%	-1%	-1%	-8	13%	6%	5	-2%	-3%	nt
O=C1c2ccccc2C(=O)N1CCCn1c(=O)oc2ccccc21
 : -2%	-8%	-1%	1%	-6	-12%	-7%	0	-16%	?	-5%
O=C(c1ccc(F)cc1Cl)N1CCN(CCc2ccccc2)CC1
 : 4%	0%[11.5 µM]	7%	2%	12	-1%	-9%	2	-2%	-2%	7%
COc1ccc2[nH]c(=O)c(CN(C(=O)c3cccnc3)c3ccc(C)c(C)c3)cc2c1
 : 52%[activator]	-3%	0%	0%	-2	-10%	nt	-1	3%	2%	7%
C=CCn1c(=N)n(CC(=O)c2ccccc2)c2ccccc21
 : 2%	-2%	0%	2%	2	5%	-18%	4	-18%	?	3%
COc1ccc(-c2csc(NC(=S)NC(=O)/C=C/c3ccco3)n2)cc1Br
 : 5%	7%	-1%	-1%	-5	-3%	nt	-15	0%	?	nt
COc1cccc(CNC(=O)CN2C(=O)COc3ccc(S(=O)(=O)N4CCCC4)cc32)c1
 : 7%	nt	2%	0%	-44	0%	nt	-2	0%	3%	-5%
Cc1cccc(C2Nc3ccccc3C(=O)N2NC(=O)c2ccc([N+](=O)[O-])cc2)n1 (configuration not stated)
 : 6%	-3%	?	5%	37	2%	-10%	-4	1%	?	nt

As entered above.
BCR signal inh with CNS(=O)(=O)/C=C/c1ccccc1 is entered as 0%
Menin MLL FP TR with C=CCn1c(=N)n(CC(=O)c2ccccc2)c2ccccc21 is entered as -18%

Next section
Fields – S-ASM inh	PKM2 activator	MBNL1 CUG block	USP2a block	KCNH2 WT inh	Eya2 phos inh	Menin MLL FP TR	TSHR antagonist	Mito fusion act	BCR signal inh	GALK inh
Cc1cc(=O)n2nc(N3CCC(C(=O)NC(C)c4ccccc4)CC3)sc2n1 (configuration not stated)
 : -1%	0%	0%	-2%	?	-2%	nt	10	2%	-8%	0%
COc1cccc(/C=N/n2c(N)nc3ccccc32)c1OC
 : 1%	-2%	7%	-7%	-30	-26%	nt	-26	-7%	22%	0%
O=C(CSc1nc2ccccc2c(=O)n1CCCN1CCOCC1)Nc1ccc(Br)cc1
 : -5%	nt	nt	1%	3	3%	nt	2	nt	3%	nt
O=C(CN1C(=O)COc2ccccc21)N(Cc1cccnc1)Cc1ccccc1F
 : 2%	0%	0%	-2%	1	-7%	0%	1	0%	?	-1%
COC(=O)c1c(C)oc(C)c1S(=O)(=O)Nc1ccc(C(C)C)cc1
 : -5%	-8%	-5%	-5%	3	-14%	nt	24	-11%	6%	nt
CC1CCCC(NC2CCCCNC2=O)C1 (configuration not stated)
 : 1%	0%	1%	-1%	-5	2%	0%	-12	0%	1%	4%
